Screening results as filed in PubChem BioAssay.
EBV gp42 block: EBV gp42 inhibition. inhibition, % (tested at 21.74 µM). actives 0.42% (n = 220,000). Q1HVG2. Fluorescence polarization binding assay, mP read-out; in the data active = inhibition above about 50%
TRPML3 ag: human mucolipin-3 channel agonism | Q8TDD5 | HEK293 TRPML3-YFP, Fluo-8 calcium fluorescence; 100% = the carbachol control signal | activation, % at 3 µM | actives 0.29% (n = 220,000) | AID 1448;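 active = activation above its plate's cutoff, the mean activation of the plate's test wells plus 3 SD, cut at about 12% in these data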;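 note: 0% = DMSO only wells and 100% = carbachol wells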
Target sequence (Q8TDD5 whole entry, looked up): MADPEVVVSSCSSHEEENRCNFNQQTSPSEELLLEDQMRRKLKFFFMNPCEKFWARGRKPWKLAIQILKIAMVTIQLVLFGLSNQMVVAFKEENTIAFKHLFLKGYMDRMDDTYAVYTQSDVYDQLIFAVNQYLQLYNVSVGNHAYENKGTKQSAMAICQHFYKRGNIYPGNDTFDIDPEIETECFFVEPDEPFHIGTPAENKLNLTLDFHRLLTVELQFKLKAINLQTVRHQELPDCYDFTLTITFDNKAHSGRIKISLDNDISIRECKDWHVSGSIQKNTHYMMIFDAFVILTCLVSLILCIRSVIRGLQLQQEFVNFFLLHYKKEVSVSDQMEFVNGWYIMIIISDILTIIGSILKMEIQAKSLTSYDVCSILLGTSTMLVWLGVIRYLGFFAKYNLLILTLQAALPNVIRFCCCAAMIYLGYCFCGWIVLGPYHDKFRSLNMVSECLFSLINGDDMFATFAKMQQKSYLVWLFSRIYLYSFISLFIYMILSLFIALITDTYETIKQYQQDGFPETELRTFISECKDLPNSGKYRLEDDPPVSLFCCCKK
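system = HEK293 cells stably carrying human TRPML3-YFP | doses = one concentration, 3 µM nominal, 0.3% DMSO | timing = dye loading 1 h 37 °C then 30 min ambient, 125 s read | detection = Fluo-8 calcium dye fluorescence, ex 470-495, em 515-575 nm | benchmarks = high control carbachol 87 µM, low control DMSO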
CHOP inh: inhibitors of CHOP induction in ER stress response | CHO-K1 CHOP-promoter luciferase, tunicamycin-induced, 15-18 h | inhibition, % at 10 µM | actives 3.8% (n = 220,000) | AID 2732;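 active = compounds that reduced the stress-induced luciferase reporter signal by more than about 70% of percent inhibition, limit read from the data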;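 note: 0% = tunicamycin plus vehicle and 100% = wells without tunicamycin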
Mdm2 ligase inh: inhibitors of human Mdm2 E3 ubiquitin ligase; Q00987; cell-based MDM2 ubiquitination luciferase reporter, 2 h; 0 = plate control, 100 = twice control, blank-subtracted; signal enhancement, % at 5 µM; actives 0.11% (n = 210,000); AID 1230;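 active = signal enhancement of 30% or more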;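 note: luminescence tracks abundance of the self-degrading MDM2-luciferase fusion protein; higher signal means inhibition of MDM2 E3 ligase activity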
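Assay system: stable mammalian line carrying autodegrading MDM2–luciferase fusion reporter; amount: 2000 cells seeded into each well; buffer or medium: DMEM; benchmarks: plate control and blank wells; signal: luciferase luminescence; timing: 2 h compound exposure at 37 °C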
TNF death inh: TNF-alpha cell death inhibition in Jurkat FADD-/- cells; Jurkat FADD-/- TNF necroptosis rescue, ATP luminescence, 24 h; 0 = TNF only, 100 = no-TNF cells; activation (protection from cell death), % at 10 µM; actives 0.068% (n = 220,000); AID 463075;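 active = activation, meaning protection from cell death, of at least 50% relative to plate controls; inactive = activation below 50%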;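 note: necroptosis triggered by 40 ng/mL TNF-alpha added together with compound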
zfTRPN1 agonist: activates the zebrafish TRPN1 channel | HEK293 zebrafish TRPN1-YFP, Fluo-8 calcium fluorescence; 100% = response to 87 µM carbachol | activation, % at 3 µM | actives 0.18% (n = 220,000) | AID 1424;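 active = activation above its plate's cutoff, the mean activation of test wells on that plate plus 3 SD, cut at about 19% in these data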;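 note: 0% = DMSO alone and 100% = 87 µM carbachol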
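Material: zebrafish TRPN1-YFP in HEK293 cells; Doses: single test compound dose, 3 µM nominal, 0.3% DMSO; Timing: dye loading 1 h at 37 °C, then 30 min room temperature; Technique: intracellular calcium fluorescence with Fluo-8; Benchmarks: high carbachol 87 µM, low DMSO alone.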
Runt-SMMHC FRET: blocks binding of human RUNX1 Runt domain to CBFb-SMMHC; Cerulean-Runt/Venus-CBFb-SMMHC FRET ratio 530/480, 1 h; inhibition, % at 20 µM; actives 0.74% (n = 220,000); AID 1434;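 active = mean inhibition across duplicate retests at 20 µM reaching about 50%, limit read from the data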;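 note: 0% = DMSO wells and 100% = wells with excess untagged CBFb-SMMHC; inhibitors lower the FRET ratio by blocking Runt binding to CBFb-SMMHC; some results filed as inactive read as strong as hits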
NCF1 inh: p47phox (human) inhibition | p47phox/p22phox peptide binding, fluorescence polarization, 2 h | P14598 | inhibition, % at 24.7 µM | actives 0.53% (n = 220,000);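 active = inhibition above about 30%, limit read from the data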;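 note: 0% = p47phox with labelled peptide and 100% = labelled peptide alone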
Target sequence (P14598 whole entry, looked up): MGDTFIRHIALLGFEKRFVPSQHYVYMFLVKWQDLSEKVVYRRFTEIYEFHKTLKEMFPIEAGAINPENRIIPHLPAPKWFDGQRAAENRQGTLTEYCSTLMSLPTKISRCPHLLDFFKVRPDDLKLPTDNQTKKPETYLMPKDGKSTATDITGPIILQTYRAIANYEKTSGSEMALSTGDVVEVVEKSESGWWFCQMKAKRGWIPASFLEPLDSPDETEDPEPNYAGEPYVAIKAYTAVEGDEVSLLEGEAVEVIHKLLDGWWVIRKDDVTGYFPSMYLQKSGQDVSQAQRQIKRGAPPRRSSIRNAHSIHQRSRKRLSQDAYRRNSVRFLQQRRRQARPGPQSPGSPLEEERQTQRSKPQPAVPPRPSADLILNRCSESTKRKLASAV
PPC-1+TRAIL kill: kills PPC-1 cancer cells in the presence of TRAIL | PPC-1 cells + TRAIL, ATPLite viability luminescence | cell killing (% activity), % at 4 µM | actives 0.41% (n = 220,000);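 active = cell killing above 50% in the first pass at 4 µM, then a duplicate retest at 5 µM averaging 50% or more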;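 note: plate controls were cells with TRAIL plus DMSO for no effect and medium-only wells lacking cells for full effect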
* = called active by the depositor; . = not tested or not shown. An unsorted share of the library. About 5.9% of those tested had a hit in this group.

1: CCCCOC(=O)Nc1ccc(N2CCOCC2)cc1
2: COc1ccc(S(=O)(=O)NC(N)=NCCc2ccccc2OC)cc1
3: CCCc1nc(SCc2ccccc2Cl)n[nH]1
4: Cc1cccc(NC(=O)Nc2cnccn2)c1
5: CC(C)N(Cc1ccccc1)C(=S)NC(=O)C1(C)CC1(Cl)Cl (configuration not stated)
6: O=C(Nc1cc2cc([N+](=O)[O-])ccc2oc1=O)c1cccs1
7: O=C(Nc1ccc(Oc2ccccc2)cc1)C1CCN(c2c3c(nc4ncnn24)CCC3)CC1
8: Cc1sc(NC(=O)CSc2ncn(-c3ccccc3)n2)nc1-c1ccccc1

screen / no.,1,2,3,4,5,6,7,8
EBV gp42 block,-1,3,-18,4,-19,-12,1,2
TRPML3 ag,0.3,0.2,-0.4,0.8,0.0,0.7,-0.3,-0.1
CHOP inh,5,9,15,5,-22,28,104*,8
Mdm2 ligase inh,.,-6,-6,-6,-12,-3,-10,-2
TNF death inh,-1.6,0.2,0.6,-0.2,0.6,1.3,-6.8,2.2
zfTRPN1 agonist,-1.7,-1.4,-1.2,0.3,-1.5,1.1,0.5,2.7
Runt-SMMHC FRET,4,1,-6,-2,-1,-1,-35,2
NCF1 inh,-10,.,-6,15,-13,-6,-15,-1
PPC-1+TRAIL kill,-4,0,-2,-5,-17,3,-5,11

9: CCCCn1c(=O)[nH]c(=O)c2c1nc(-c1cc3c(cc1Br)OCO3)n2C
10: CCOC(=O)N1CCN(Cc2nc(-c3cccs3)no2)CC1
11: O=C(O)c1ccc(N2C(=O)CC(N3CCC(c4nc5ccccc5[nH]4)CC3)C2=O)cc1 (configuration not stated)
12: O=C(C[n+]1ccc2ccccc2c1)c1ccc(NC(=O)c2ccccc2)cc1
13: CCSc1nnc(NC(=O)c2ccccn2)s1
14: COc1ccc(N2C(=O)c3ccccc3NC2c2ccc(OC)c(Cn3cc([N+](=O)[O-])cn3)c2)cc1 (configuration not stated)
15: COc1ccc(C)cc1NC(=O)c1ccoc1C
16: O=C(O)COc1ccccc1/C=N/NC(=O)/C(=C\c1ccc2c(c1)OCO2)NC(=O)c1ccccc1

screen / no.,9,10,11,12,13,14,15,16
EBV gp42 block,-10,-14,-14,-8,-11,-7,-11,10
TRPML3 ag,-0.2,-0.1,1.0,-0.1,1.4,-0.5,-0.4,0.4
CHOP inh,-2,21,-12,-10,.,2,24,-18
Mdm2 ligase inh,1,-13,4,-2,-4,.,1,-4
TNF death inh,-4.0,0.5,1.6,2.3,-7.9,-4.2,1.2,-0.5
zfTRPN1 agonist,-1.6,-0.5,2.2,0.3,1.9,-0.1,-0.1,1.1
Runt-SMMHC FRET,-2,-6,3,-2,-1,0,1,0
NCF1 inh,1,14,-1,10,-4,-16,-23,-1
PPC-1+TRAIL kill,-12,31,11,-3,39,18,0,-4

An excerpt taken from the entries so far, as a working copy:
3: CCCc1nc(SCc2ccccc2Cl)n[nH]1
4: Cc1cccc(NC(=O)Nc2cnccn2)c1

screen / no.,3,4
EBV gp42 block,-18,4
TRPML3 ag,-0.4,0.8
CHOP inh,15,5
Mdm2 ligase inh,-6,-6
TNF death inh,0.6,-0.2
zfTRPN1 agonist,-1.2,0.3
Runt-SMMHC FRET,-6,-2
NCF1 inh,-6,15
PPC-1+TRAIL kill,-2,-5

More structures
17: Cc1ccc(C(=O)N/C(=C/c2ccc(Cl)cc2)C(=O)NCC2CCCO2)cc1 (configuration not stated)
18: COc1ccccc1N=C1SCC(=O)N1c1ccccc1OC
19: COc1ccc(N2CCN(C(c3ccco3)c3sc4nc(C)nn4c3O)CC2)cc1 (configuration not stated)
20: CCOC(=O)/C(C#N)=C/c1c(OCC)n(CC)c2ccccc12
21: COc1cccc(-n2c(SCc3cc(=O)oc4cc(O)c(O)cc34)nc3ccccc3c2=O)c1
22: COc1ccc(OC)c(-c2cc(C(=O)Nc3cc(C)on3)no2)c1
23: CC(C)N(C(=O)CSc1nc2ccccc2n1Cc1ccccc1F)C(C)C
24: O=C(Nc1cccc(S(=O)(=O)NC2=NCCCCC2)c1)c1cccnc1Cl

screen / no.,17,18,19,20,21,22,23,24
EBV gp42 block,6,-3,-8,-6,25,1,0,-12
TRPML3 ag,0.1,0.2,0.6,0.1,-0.5,0.8,5.3,0.6
CHOP inh,-32,2,32,26,31,49,-21,6
Mdm2 ligase inh,0,6,-5,-8,-76,3,.,-21
TNF death inh,2.1,-2.3,-1.0,3.1,2.2,-0.1,-1.2,0.9
zfTRPN1 agonist,0.8,-0.7,0.3,-1.6,-1.7,0.6,-2.9,1.5
Runt-SMMHC FRET,2,16,1,-3,.,-4,-8,-5
NCF1 inh,-19,-9,0,-24,-42,1,0,-10
PPC-1+TRAIL kill,-33,-8,17,1,-1,8,3,16

25: Cc1ccc([N+](=O)[O-])c(OCC(O)CNC(C)(C)C)c1 (configuration not stated)
26: Cc1cc(C(=O)NNC(=O)c2nn(C)c(=O)c3ccccc23)c(C)o1
27: Cc1ccc(CNS(=O)(=O)NCc2ccc(Cl)cc2)cc1
28: COc1ccc(S(=O)(=O)N=C2C=C(C)C(=O)C(C)=C2)cc1
29: Cc1ccc(-n2nnnc2SCC(=O)Nc2sc(C)c(C)c2C#N)cc1C
30: COc1ccccc1OCc1nc(-c2cccc([N+](=O)[O-])c2)no1
31: Cc1cc(C)n2ncc(C(=O)NCc3cccnc3)c2n1
32: O=C(c1ccco1)N1CCN(C(c2cccs2)c2nnnn2C2CCCCC2)CC1 (configuration not stated)

screen / no.,25,26,27,28,29,30,31,32
EBV gp42 block,-9,-1,-8,4,-25,-6,12,6
TRPML3 ag,0.7,-0.4,0.3,0.2,0.4,0.3,0.4,-0.3
CHOP inh,-7,-7,12,-7,83*,32,-16,6
Mdm2 ligase inh,-9,0,-5,-15,-3,3,3,-3
TNF death inh,2.6,0.8,1.4,-2.8,0.1,1.0,0.8,1.8
zfTRPN1 agonist,0.0,-0.4,-1.5,-0.2,1.0,-1.0,1.6,-0.1
Runt-SMMHC FRET,4,2,3,-4,6,3,-1,2
NCF1 inh,6,-7,-3,-9,-20,6,-9,1
PPC-1+TRAIL kill,17,15,-5,8,0,-3,-7,-14

33: Cc1ccc(CN2CCN(/N=C\C(Br)=C\c3ccccc3)CC2)cc1
34: Cc1c(NC(=O)NCCN2C(=O)C3C4C=CC(C4)C3C2=O)c(=O)n(-c2ccccc2)n1C (configuration not stated)
35: O=C(/C=C/c1cn(CC(O)CN2CCCCC2)c2ccccc12)c1ccccc1 (configuration not stated)
36: COc1ccc(NC(=S)N2CCC(N(C)CC3CCCO3)CC2)cc1Cl (configuration not stated)
37: CCOCc1c(C(=O)OCC(=O)/C(C#N)=C(\C)N)oc2ccccc12
38: COc1ccc(CCN2C(=O)CSC2=Nc2ccc(C(C)C)cc2)cc1OC
39: Cc1cccnc1Sc1c([N+](=O)[O-])ncn1C
40: O=S(=O)(c1ccc(-c2ccon2)s1)N1CCN(c2ccncc2)CC1

screen / no.,33,34,35,36,37,38,39,40
EBV gp42 block,3,-10,-46,-12,8,-5,-6,-2
TRPML3 ag,-0.1,0.1,1.6,1.5,0.0,13*,0.1,0.4
CHOP inh,58,32,-15,16,24,55,27,8
Mdm2 ligase inh,-2,-16,-8,-12,3,-7,-3,-13
TNF death inh,1.6,-0.6,-28,3.2,1.4,-20,-2.2,1.6
zfTRPN1 agonist,0.6,1.2,4.9,1.1,0.9,4.7,-0.5,0.7
Runt-SMMHC FRET,-6,2,-64,5,-5,-2,-1,-2
NCF1 inh,-3,-11,-16,-7,-5,-6,-14,-4
PPC-1+TRAIL kill,19,5,-13,-3,2,15,10,14

41: O=c1c2sc3nc(N4CCOCC4)c4c(c3c2nnn1Cc1ccccc1)CCCC4
42: Cc1ccc(S(=O)(=O)c2nc(Nc3ccccc3)sc2Cl)cc1
43: COc1ccc(NC(=O)/C(=C/c2cccs2)NC(=O)c2ccco2)cc1
44: CCN(CC)CCNC(=O)C12CC3CC(C)(CC(C)(C3)C1)C2
45: CC(C)Cn1c(NCCN(C)C)nc2c1c(=O)[nH]c(=O)n2C
46: Cc1cccc(C)c1N(CC(=O)N1CCN(C)CC1)S(C)(=O)=O
47: COc1ccccc1CNCc1cccc(Oc2ccccc2)c1
48: O=C(NCCN1CCOCC1)Nc1cccc(Cl)c1

screen / no.,41,42,43,44,45,46,47,48
EBV gp42 block,-6,1,-3,-12,3,-18,5,16
TRPML3 ag,0.2,0.0,-0.2,1.9,0.8,0.4,0.5,0.9
CHOP inh,-16,73*,9,5,-26,-19,7,7
Mdm2 ligase inh,1,-10,-11,-12,-2,-28,-11,-3
TNF death inh,-7.2,-3.0,1.3,2.2,-9.3,-0.1,-1.0,0.7
zfTRPN1 agonist,-0.1,-0.9,1.7,0.0,0.8,-0.3,-2.4,-1.0
Runt-SMMHC FRET,-12,3,1,0,-7,1,1,-5
NCF1 inh,-10,-18,-7,-10,-5,1,-8,17
PPC-1+TRAIL kill,-6,12,11,-16,12,32,13,7

Entries by screen from above:
Compounds 8 to 13 in NCF1 inh, in turn: -1, 1, 14, -1, 10, -4
Compounds 8 to 13 in TNF death inh, in turn: 2.2, -4.0, 0.5, 1.6, 2.3, -7.9
Compounds 8 to 13 in PPC-1+TRAIL kill, in turn: 11, -12, 31, 11, -3, 39

(cont.)
49: CCOc1ccccc1/C=N/NC(=O)CNC(=O)c1cccs1
50: CCCCOc1ccc(CN(CCO)CCO)cc1[N+](=O)[O-]
51: COc1c(C)cccc1C(=O)Nc1ccc(N2CCOCC2)c(Cl)c1
52: O=C(OCCN=C1NS(=O)(=O)c2ccccc21)c1ccco1

screen / no.,49,50,51,52
EBV gp42 block,-7,-15,-13,4
TRPML3 ag,-0.2,0.8,-1.0,1.7
CHOP inh,3,-23,-1,0
Mdm2 ligase inh,-22,-12,.,-10
TNF death inh,-0.1,0.8,1.6,-0.7
zfTRPN1 agonist,0.1,0.8,-1.5,1.4
Runt-SMMHC FRET,1,0,-4,1
NCF1 inh,9,-14,-18,5
PPC-1+TRAIL kill,6,2,21,37
